Bioassay records (PubChem BioAssay)
PKM2 activator: activators of human pyruvate kinase M2. P14618. purified PKM2, Kinase-Glo ATP luminescence, activation; response scale: 0% is enzyme alone, no compound. Potency, µM (top dose mostly 57.5 µM), without a hit: at the top dose activation, hits mostly activators. hit rate 0.34% among 260,000. AID 1631; note: potency is the fitted concentration of half-maximal effect; % is set by controls: 0 for no effect and ±100 for the full control effect; nearly all actives have a fitted effect of over 55% in size
Target sequence (P14618 whole entry, looked up): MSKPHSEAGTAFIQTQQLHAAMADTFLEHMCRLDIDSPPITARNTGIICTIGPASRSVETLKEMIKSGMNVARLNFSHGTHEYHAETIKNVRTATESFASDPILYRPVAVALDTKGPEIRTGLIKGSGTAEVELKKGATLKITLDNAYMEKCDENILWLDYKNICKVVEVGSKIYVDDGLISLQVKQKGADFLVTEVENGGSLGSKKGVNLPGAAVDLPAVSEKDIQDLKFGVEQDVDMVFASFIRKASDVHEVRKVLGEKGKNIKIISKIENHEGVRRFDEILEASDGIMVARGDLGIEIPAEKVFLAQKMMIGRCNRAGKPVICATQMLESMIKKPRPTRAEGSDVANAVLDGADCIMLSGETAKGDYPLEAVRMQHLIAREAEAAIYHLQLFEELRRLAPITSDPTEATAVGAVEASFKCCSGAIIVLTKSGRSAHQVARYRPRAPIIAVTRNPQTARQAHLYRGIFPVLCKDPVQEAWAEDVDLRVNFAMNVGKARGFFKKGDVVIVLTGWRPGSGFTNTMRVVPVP
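hPK-M2, >95% pure; 0.1 mM ADP / 0.5 mM PEP final; imidazole pH7.2 buffer w/ 7 mM MgCl2, 50 mM KCl; 1 h RT; Kinase-Glo lum. Intermediate enzyme activity for dual inhibitor/activator qHTS.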
GALK inh: galactokinase (human) inhibition; AID 1868; Potency, µM (top dose mostly 57.5 µM), inactives show top-dose activity change, negative = inhibition, actives largely listed as inhibitors; Purified GALK, Kinase-Glo residual ATP luminescence; hit rate 0.007% among 270,000; P51570; note: potency is the fitted concentration of half-maximal effect; % is set by controls: 0 for no effect and ±100 for the full control effect
Target sequence (P51570 whole entry, looked up): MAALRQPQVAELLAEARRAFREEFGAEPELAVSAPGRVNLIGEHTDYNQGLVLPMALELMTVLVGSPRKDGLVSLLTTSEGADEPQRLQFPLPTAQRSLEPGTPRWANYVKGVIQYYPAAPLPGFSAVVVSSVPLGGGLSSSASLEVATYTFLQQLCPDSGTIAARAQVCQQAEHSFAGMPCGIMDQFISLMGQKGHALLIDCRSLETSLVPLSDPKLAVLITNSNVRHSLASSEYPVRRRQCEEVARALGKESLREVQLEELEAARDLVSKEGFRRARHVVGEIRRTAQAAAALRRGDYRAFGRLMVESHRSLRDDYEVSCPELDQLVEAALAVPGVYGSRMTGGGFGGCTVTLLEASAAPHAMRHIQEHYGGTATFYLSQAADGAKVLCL
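ATP-depletion format; final 35 uM ATP, 100 uM D-galactose, 5 nM enzyme; pH 8.0 HEPES/Mg2+ buffer; 60 min RT; luminescence read 10 min after detection reagent.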
Menin-MLL TR inh: menin-MLL binding inhibition, Texas Red mutant peptide; AID 1768; Potency, µM (series often up to 61.6 µM), for the others: top-dose FP activity change, negative = inhibition, most hits filed as inhibitors; Menin + Texas Red MLL mutant peptide, fluorescence polarization; hit rate 0.23% among 270,000; O00255; active = well fitted inhibition curve with a large enough effect in the polarisation, with a control signal flat, not every such curve was filed as active; inconclusive = small, poorly fitted or top-dose-only effect, or effect the other way, or a change in a side signal; inactive = no such curve, though single readings can be large or run the other way; the % refers to the polarisation; note: potency is the fitted concentration of half-maximal effect; % of control where 0% means no effect; many of its hits are not listed in these tables
hERG WT inh: KCNH2 (human, wildtype) channel inhibition. Q12809. U2OS, BacMam KCNH2, thallium flux FluxOr; active compounds read low. activity change, % at 1.84 µM. hit rate 0.37% among 340,000;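 active = maximum activity change below -70%; inconclusive = maximum activity change between -70% and -50%; inactive = maximum activity change above -50%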; note: % is set by controls: 0 for no effect and ±100 for the full control effect
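U2OS cells transduced with wild-type KCNH2 virus are loaded with FluxOr dye for 45 min, and thallium flux is measured in kinetic reads before and after stimulation buffer. Rate constants are normalized to DMSO controls.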
Eya2 inh: inhibitors of human Eya2 phosphatase activity | Potency, µM (top dose mostly 76.9 µM), for the others: at the highest dose activity, negative = inhibition, actives largely listed as inhibitors | hit rate 0.006% among 330,000 | AID 488837 | recombinant Eya2, OMFP fluorescence dephosphorylation (OMFP is methylfluorescein phosphate) | O00167; note: potency is the fitted concentration of half-maximal effect; % is set by controls: 0 for no effect and ±100 for the full control effect
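Eya2 protein (added as 0.2 uM solution) was preincubated with compound for 10 min at ambient temperature in 50 mM HEPES pH 7.5, 50 mM NaCl, 5 uM MgCl2, 0.05% BSA, 1 mM DTT. OMFP (added at 50 uM) then reacted 10 min; fluorescence read at 485/525 nm.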
TSHR antag: human thyrotropin receptor antagonism; TSHR-expressing cells, TSH-stimulated cAMP HTRF, 2 h; active compounds read low; hit rate 0.2% among 330,000; P16473; activity change, negative = inhibition, % at 11.5 µM;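 active = activity change below a set negative limit, meaning inhibition stronger than a set level, cut at about -70% in these data; inconclusive = activity change between two set negative limits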; note: % is set by controls: 0 for no effect and ±100 for the full control effect
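TSHR-expressing cells, 200/well, pre-treated with compound, then stimulated with EC80 TSH (4nM final) for 2 hours at 37 deg C. cAMP measured by competitive HTRF: anti-cAMP cryptate antibody in lysis buffer plus cAMP-d2, read after 30 minutes at room temperature.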
USP2a inh: USP2a (human) protease inhibition; AID 463254; hit rate 0.01% among 330,000; O75604; USP2 core, Ub-CHOP2 coupled fluorogenic reporter, 485/531; Potency, µM (highest dose often 38.3 µM), for the others: top-dose activity change, negative = inhibition, usual class: inhibitors;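 note: potency is the fitted concentration of half-maximal effect; plate controls were DMSO wells for no effect and full inhibition by NEM control for full effect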
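Deubiquitinase activity read as fluorescence (485/531 nm) after Ub-CHOP2 cleavage activates the enterokinase reporter on its substrate; USP2 core 10nM, Ub-CHOP2 and substrate 25nM each, 30min compound preincubation then 60min RT; data normalized to NEM, curves fitted.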
Mito fusion act: inhibitors of mitochondrial division or activators of mitochondrial fusion; AID 485298; S. cerevisiae fusion-defective mutant growth rescue, CellTiterGlo 48 h; Potency, µM (doses to about 46.1 µM), without a hit: at the top dose growth rescue (activation), hits mostly activators; hit rate 0.23% among 320,000;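 note: potency is the fitted concentration of half-maximal effect; % of control where 0% means no effect; nearly all actives have a fitted effect of over 45% in size; temperature-sensitive fusion mutants such as fzo1-1 at 37 °C on non-fermentable ethanol glycerol medium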
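Temperature-sensitive fusion-defective S. cerevisiae (e.g. fzo1-1, mgm1-5) were grown with compound in YPEG medium (3% ethanol, 3% glycerol) for 48 hours at 37C. Growth rescue was measured as viability by CellTiterGlo luminescence after 10 minutes at ambient.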
Chronic BCR inh: inhibitors of chronic active B-cell receptor signaling; ABC-DLBCL IkBa-CBG/CBR reporter, luminescence ratio, 4 h; Potency, µM (doses to about 46.1 µM), inactives show at the top dose ratio change, negative = lower green/red ratio, actives largely listed as inhibitors; hit rate 0.05% among 340,000; AID 493014; active = well fitted inhibition curve with a large enough effect in the signal ratio, with a control signal flat, not every such curve was filed as active; inconclusive = small, poorly fitted or top-dose-only effect, or effect the other way, or a change in a side signal; the % refers to the signal ratio;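 note: potency is the fitted concentration of half-maximal effect; plate controls were basal doxycycline-induced cells for no effect and cells given 10 µM MG132 for full effect; MG132 reads +100%, hits lower the ratio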
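Doxycycline induced both beetle luciferases in TMD8 lymphoma cells; IKK-driven degradation limits the IkappaBalpha-fused green signal, while red luminescence normalises for cell number and nonspecific effects. Compounds tested up to 46 uM, 4 hrs.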
MBNL1-CUG inh: MBNL1-poly(CUG) RNA binding inhibition. Q9NR56. TR-FRET MBNL1-His/biotin-(CUG)12 binding, 665/545 ratio. Potency, µM (titrated, usually from 57.5 µM), for inactives: at the highest dose activity change, negative = inhibition, most hits filed as inhibitors. hit rate 0.036% among 280,000. AID 2675; active = well fitted inhibition curve with a large enough effect in the signal ratio, with a control signal flat, not every such curve was filed as active; inconclusive = small, poorly fitted or top-dose-only effect, or effect the other way, or a change in a side signal; inactive = no such curve, though single readings can be large or run the other way; the % refers to the signal ratio; note: potency is the fitted concentration of half-maximal effect; % is set by controls: 0 for no effect and ±100 for the full control effect
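TR-FRET between His-tagged MBNL1 and biotin-(CUG)12 RNA, detected with Tb anti-His antibody (0.055 ng/ul) and streptavidin-XL665 (5 nM), 60 min at room temperature. Compounds titrated 92 nM to 58 uM; 665/545 nm ratio normalized to buffer and complex controls.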
S-ASM inh: inhibitors of human secretory acid sphingomyelinase | Potency, µM (highest dose often 57.5 µM), without a hit: at the highest dose activity change, negative = inhibition, actives largely listed as inhibitors | P17405 | hit rate 0.006% among 340,000 | AID 504937 | placental ASM, HMU-PC fluorogenic substrate, 60 min; note: potency is the fitted concentration of half-maximal effect
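qHTS format. ASM enzyme prepared from human placenta hydrolyses the fluorogenic substrate HMU-PC0 (9 uM final) over 60 min at 37 °C after a 10 min compound preincubation.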
* = called active by the depositor; ? = inconclusive; / = not tested or not shown; & = joins results of further samples; [ ] = dose if it differs, or a comment. Unless noted, calls come from the whole dose curve; as a rule, active = well fitted curve in the direction sought with a large enough effect; inconclusive = small, poorly fitted or top-dose-only effect, or another doubt; inactive = no such curve, though single readings can be large; an effect the other way counts as inactive or inconclusive. A portion of the library (hit frequency here may not be typical).

SMILES	PKM2 activator	GALK inh	Menin-MLL TR inh	hERG WT inh	Eya2 inh	TSHR antag	USP2a inh	Mito fusion act	Chronic BCR inh	MBNL1-CUG inh	S-ASM inh
COc1cc2c(c(OCC(=O)NC(C)C)c1)C(=O)O[C@@H](C)CCCC(=O)CCCCC2	/	-1%	?	/	-16%	0	4%	16%	-5%	5%	-1%
CC(C)[N+](C)(CCOC(=O)C1c2ccccc2Oc2ccccc21)C(C)C	7%	1%	-6%	30	2%&-1%	-15&9	2%	25%&0%	-7%	17%	7%
O=C(CCCCCNc1nc(=S)[nH]c2ccccc12)NCCC1=CCCCC1	1%	12%	-3%	-5	0%	-6	2%	1%	3%	0%	0%
COc1ccc(OCCNc2c([N+](=O)[O-])c(=O)oc3ccccc23)cc1	-11%	1%	4%	3	11%	4	2%	24%	-11%	?	-5%
Cc1ccn2c(=O)nc(SCC(=O)N3CCCc4ccccc43)nc2c1	/	/	/	-2	6%	8	1%	17%	6%	/	0%
Cc1ccc(S(=O)(=O)N2CCN(C(=O)N(c3ccccc3)c3ccccc3)CC2)cc1	2%	-2%	?	-22	3%	-3	1%	-26%	?	-4%	-1%
O=C(CCc1nnc(Cc2ccc(-c3ccccc3)cc2)o1)NCCc1ccccn1	-3%	0%	-16%	-1	-13%	-12	0%	-1%	-17%	3%	-1%
O=C(NC(NCC1CCCO1)C(Cl)(Cl)Cl)c1cccc2ccccc12 (configuration not stated)	5%	0%	4%	-2	4%	-11	0%	9%	1%	1%	-1%
CCOC(=O)c1sc(N2C(=O)C(O)=C(C(=O)c3ccc(C)o3)C2c2cccc([N+](=O)[O-])c2)nc1C (configuration not stated)	9%	-2%	?	2	14%	22	3%	-3%	?	14%	16%
O=C1CCC(=O)N1CN(Cc1ccco1)CN1C(=O)CCC1=O	-1%	-2%	2%	2	-14%	-2	1%	2%	-4%	-4%	6%
Cn1c(=O)c2c(O)cc(=O)[nH]c2n(-c2ccccc2)c1=O	1%	-2%	1%	-2	-18%	-6	2%	-3%	0%	-5%	1%
Cc1ccsc1C1C(C#N)=C(N)OC2=C1C(=O)CC(C)(C)C2 (configuration not stated)	/	7%	-8%	-8	-6%	-3	2%	1%	?	0%	-14%
O=C1NC(SCCCF)=N/C1=C/c1ccc(-n2cncn2)cc1	-3%	-2%	/	-2	10%	-4	0%	0%	?	?	149%[activator]
CCOc1ccc(-n2ccnc(SCC(=O)NCCc3ccccc3)c2=O)cc1	/	/	/	-1	-12%	0	1%	-12%	-13%	/	/
Cc1cc(C)c(NC(=O)CN2C(=O)NC3(CCCc4ccccc43)C2=O)c(Cl)c1 (configuration not stated)	/	/	/	-8	-17%	12	-2%	-1%	-9%	/	-2%
O=C(CCNS(=O)(=O)c1ccc(OC(F)(F)F)cc1)NCCc1c[nH]c2ccccc12	/	/	/	-7	1%	-7	-2%	1%	-12%	/	-3%
O=C(CN1C(=O)c2ccccc2S1(=O)=O)Nc1ccccc1	1%	5%	-11%	2	-9%	6	-15%	-3%	?	-4%	0%
COc1ccccc1-n1c(=S)[nH]c2c(sc(=S)n2-c2ccc(C)cc2C)c1=O	-14%	-5%	?	2	-13%	-1	3%	-15%	-13%	16%	29%
C=CCc1cc(/C=C2/NC(=S)NC2=O)cc(OC)c1O	2%	-4%	79%[activator]	-2	1%	-9	6%	4%	?	?	-8%
CC(C)c1ccc(CNC(=O)C(=O)NCC2CCCO2)cc1 (configuration not stated)	0%	-1%	0%	9	-9%	0	-1%	8%	0%	-6%	-3%
Cc1ccc(NC(=O)c2ccc(NCCCN3CCC(C)CC3)c([N+](=O)[O-])c2)cc1F	-8%	-2%	11%	19	7%	6	-1%	-3%	?	?	-24%
NC(=O)c1ccc(NC(=O)CSc2nnc(-c3ccncc3)n2Cc2ccco2)cc1	1%	/	/	8	18%	-6	0%	0%	-8%	-3%	6%
Oc1cccc2ccc(Nc3ccccn3)nc12	-4%	1%	-4%	-2	20%	-5	-6%	-4%	?	3%	4%
O=C(Nc1ccc2[nH]ncc2c1)c1ccccc1Cl	-3%	5%	-19%	-16	-2%	21	1%	0%	?	1%	2%
CCN(CC)c1nc(C)nc2c1sc(=S)n2C	2%	0%	-14%	-5	0%	7	3%	-6%	5%	/	-2%

(list continues)
SMILES	PKM2 activator	GALK inh	Menin-MLL TR inh	hERG WT inh	Eya2 inh	TSHR antag	USP2a inh	Mito fusion act	Chronic BCR inh	MBNL1-CUG inh	S-ASM inh
CC[C@]1(c2ccccc2C)ON(c2ccccc2C(F)(F)F)C1=O	/	/	/	-7	-5%	3	-2%	-8%	-8%	/	-4%
CCNC(=S)N1CCCC(c2nc3ccc(C)cc3[nH]2)C1 (configuration not stated)	0%	1%	6%	3	-10%	6	3%	-3%	6%	9%	-1%
CC#CC[N+](C)(C)CCCCCCCCCC	-8%	-1%	/	-1	-25%	19	-2%	-13%	?	-18%	-4%
CN(C(=O)CC1C(=O)NCCN1Cc1ccc(F)c(F)c1)C1CCOCC1 (configuration not stated)	5%	2%	3%	-4	1%	-1	0%	2%	-1%	7%	19%
O=C(NCc1ccccn1)c1cc(-c2ccc(Br)cc2)nc2ccccc12	-2%	0%	12%	1	-1%	2	3%	1%	0%	76%[activator]	1%
Cc1[nH]c(=O)[nH]c(=O)c1S(=O)(=O)N(C)Cc1ccccc1	-11%	3%	0%[11.7 µM]	-7	4%	6	1%	-4%	0%	-6%	0%
CCC(C)Sc1nc2c(c(=O)n1C)SC(C)C2 (configuration not stated)	0%	0%	-11%	-1	-37%	7	0%	16%	-13%	5%	-1%
O=C(C[C@@H]1C/C=C\CC[C@@H](Cc2ccc(F)cc2)C(=O)OC[C@@H]2CCCN2C1=O)NCCO	/	/	/	14	-43%	-19	2%	/	0%	/	0%
CN=C(c1ccc(C)cc1)n1c(=S)nc(-c2ccc(C)cc2)n(C)c1=S	-13%	10%	0%	2	-17%	-7	-1%	5%	-10%	-1%	-8%
CC(C)C(=O)NS(=O)(=O)c1ccc(NS(C)(=O)=O)cc1	2%	1%	/	2	6%	-4	1%	-5%	-1%	-17%	0%
CC(=O)Nc1cccc(NC(=O)CSc2nn3c(=O)c(C)nnc3s2)c1	-7%	0%	/	-4	-3%	0	2%	4%	12%	-1%	-3%
S=C(NCc1ccc2c(c1)OCO2)NCc1ccco1	11%	4%	44%[activator]	-8	7%	17	2%	-7%	?	-5%	2%
COC(=O)c1c(NS(C)(=O)=O)sc2c1CCCC2	-8%	2%	-10%	18	-22%	7	0%	22%	8%	-8%	5%
O=C(O)c1cccc(-n2cccc2/C=C2\SC(=O)N(Cc3ccccc3F)C2=O)c1	6%	-1%	11%	-14	0%	-18	4%	-1%	0%	-2%	3%

Compounds shown so far containing a Cl atom:
SMILES	PKM2 activator	GALK inh	Menin-MLL TR inh	hERG WT inh	Eya2 inh	TSHR antag	USP2a inh	Mito fusion act	Chronic BCR inh	MBNL1-CUG inh	S-ASM inh
O=C(NC(NCC1CCCO1)C(Cl)(Cl)Cl)c1cccc2ccccc12 (configuration not stated)	5%	0%	4%	-2	4%	-11	0%	9%	1%	1%	-1%
Cc1cc(C)c(NC(=O)CN2C(=O)NC3(CCCc4ccccc43)C2=O)c(Cl)c1 (configuration not stated)	/	/	/	-8	-17%	12	-2%	-1%	-9%	/	-2%
O=C(Nc1ccc2[nH]ncc2c1)c1ccccc1Cl	-3%	5%	-19%	-16	-2%	21	1%	0%	?	1%	2%
